# Bioassay records: PubChem, several laboratories
# CCHFV vOTU inh – CCHFV vOTU protease inhibitors, primary screen, biochemical, Pep-AMC substrate, fluorescence; Crimean-Congo hemorrhagic fever virus L polyprotein viral ovarian tumor (vOTU) protease …; inhibition, % at 11.5 µM; 370,000 compounds, 0.55% hits; further: 0% = vehicle wells with enzyme and 100% = no enzyme wells
# BoNT A protease – BoNT/A light chain protease inhibitors, primary screen, biochemical, flow cytometry, MLPCN library. 360,000 compounds, 0.17% hits. inhibition, % at 10 µM. Botulinum neurotoxin type A light chain protease (Clostridium botulinum A str. ATCC 3502). multiplex microsphere protease substrate cleavage; in the data active means inhibition above about 30%; inconclusive means no clear call, values can overlap the other calls; further: plate controls were buffer without enzyme for full effect and enzyme alone for no effect
# GDH-TPI inh – GDH-TPI coupling enzyme inhibitors, primary screen, artefact control for M. tuberculosis FBA inhibitor project, biochemical, absorbance, full deck; inhibition, % at 4.8 µM; 360,000 compounds, 1.2% hits; GDH-TPI coupled enzyme counterscreen, NADH absorbance;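 further: 0% = DMSO wells and 100% = wells lacking the enzyme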
# FBA Mtb inh – Mtb FBA enzyme inhibitors, primary screen, biochemical, fluorescence, strain H37Rv; Fructose-bisphosphate aldolase (Mycobacterium tuberculosis (strain ATCC 25618 / H37Rv)), …; purified M. tuberculosis FBA, fluorescence read-out; inhibition, % at 1 µM; 360,000 compounds, 2.3% hits; AID 588726, 2011; in the data active means inhibition above about 27%;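 further: 0% = vehicle and 100% = reference inhibitor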
# Target sequence (P9WQA3 whole entry, looked up): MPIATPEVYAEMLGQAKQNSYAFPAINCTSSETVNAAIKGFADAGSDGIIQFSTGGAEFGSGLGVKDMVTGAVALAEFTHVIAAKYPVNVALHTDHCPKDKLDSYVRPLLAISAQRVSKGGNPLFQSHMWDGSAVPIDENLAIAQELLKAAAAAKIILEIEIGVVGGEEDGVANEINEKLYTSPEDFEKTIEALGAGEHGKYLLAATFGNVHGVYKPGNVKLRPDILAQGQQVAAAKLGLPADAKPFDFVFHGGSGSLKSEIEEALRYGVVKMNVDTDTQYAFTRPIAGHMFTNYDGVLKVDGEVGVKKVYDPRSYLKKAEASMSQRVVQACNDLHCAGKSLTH
# Mtb BioA inh – M. tuberculosis BioA enzyme inhibitors, primary screen, biochemical, plate reader, single point, HTS; inhibition, % at 9.99 µM; purified M. tuberculosis BioA enzyme; 360,000 compounds, 0.096% hits; 7,8-diaminopelargonic acid synthase BioA (Mycobacterium tuberculosis); AID 602481, 2012; in the data active means inhibition above about 40%; inconclusive means no clear call, values can overlap the other calls
# FadD28 binding – inhibitors of FadD28 bisubstrate probe binding, primary screen, biochemical, fluorescence polarization, single point | 360,000 compounds, 0.22% hits | AID 588549, 2011 | inhibition, % at 12.5 µM | Mycobacterium tuberculosis FadD28 fatty-acid-AMP ligase; in the data active means inhibition above about 8.5%, passing the limit was not always enough; inconclusive means no clear call, values can overlap the other calls
# UGM FP inh – M. tuberculosis UGM enzyme inhibitors, primary screen, biochemical, fluorescence polarization, single point; purified UGM, fluorescence polarization probe displacement; inhibition, % at 10 µM; 320,000 compounds, 0.06% hits; in the data active means inhibition above about 10%, passing the limit was not always enough; inconclusive means no clear call, values can overlap the other calls
# Target sequence (P9WIQ1 whole entry, looked up): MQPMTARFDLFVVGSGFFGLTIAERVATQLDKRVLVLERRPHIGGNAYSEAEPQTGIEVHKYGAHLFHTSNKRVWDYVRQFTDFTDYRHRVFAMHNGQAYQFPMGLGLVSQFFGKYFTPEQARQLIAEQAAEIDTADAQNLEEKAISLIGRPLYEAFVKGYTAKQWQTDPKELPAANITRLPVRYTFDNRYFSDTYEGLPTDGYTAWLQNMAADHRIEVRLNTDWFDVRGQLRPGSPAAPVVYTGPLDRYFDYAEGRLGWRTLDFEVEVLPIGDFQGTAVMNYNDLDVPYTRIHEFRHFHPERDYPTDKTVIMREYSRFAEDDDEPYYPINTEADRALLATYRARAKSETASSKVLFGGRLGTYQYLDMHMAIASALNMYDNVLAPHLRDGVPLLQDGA
# PrPC TRFRET – inhibitors of human cell surface prion protein PrPC, primary screen, cell-based, TR-FRET | Major prion protein (Homo sapiens), P04156 | TR-FRET read-out | inhibition, % at 13.8 µM | 370,000 compounds, 0.43% hits | AID 720596, 2013; in the data active means inhibition above about 24%; further: 0% = median of the test wells and 100% = reference compound wells
# BoNT-F LC inh – BoNT/F light chain protease inhibitors, primary screen, biochemical, flow cytometry, MLPCN library | Botulinum neurotoxin type F light chain protease (Clostridium botulinum) | 360,000 compounds, 0.22% hits | inhibition, % at 10 µM | Multiplex microsphere protease cleavage assay; in the data active means inhibition above about 35%, passing the limit was not always enough; inconclusive means no clear call, values can overlap the other calls; further: plate controls were buffer without enzyme for full effect and enzyme alone for no effect
# Active calls of the source: *; ? = inconclusive; nt = no result given. Unless noted, no stated cut-off is given here; in the data, active means inhibition above about 30%; inactive means the rest.
# Order of values – BoNT A protease, PrPC TRFRET, BoNT-F LC inh, CCHFV vOTU inh, UGM FP inh, GDH-TPI inh, FadD28 binding, FBA Mtb inh, Mtb BioA inh
COc1ccc(CN(CC(=O)NCc2ccco2)C(=O)CCC(=O)Nc2nccs2)cc1
  0.3, -3, 5, 1, 2.1, 8, -1.6, 4, 7.8
Cc1nc(Cl)sc1C(=O)Nc1ccc(C(F)(F)F)cc1
  -0.3, 1, ?, 9, -1.2, 7, 0.3, -1, 3.5
O=C(CCc1nnc2ccc(NCc3ccco3)nn12)Nc1ccccc1F
  1.1, -1, -2, -8, 6.6, 8, 0.4, 1, -2.9
COc1ccc(CC(C(=O)Nc2cccc(F)c2)c2nn[nH]n2)c(OC)c1 (configuration not stated)
  0.5, 1, -1, -3, -0.3, 0, -3.0, 1, 0.1
Cc1cccc(NC(=O)c2ccc3[nH]c(=O)c(=O)[nH]c3c2)n1
  -1.3, 2, -3, 10, 0.9, 32*, -1.3, 6, -5.5
CCOc1cc(/C=N\NC(=O)c2ccc(NC(=O)CC)cc2)ccc1OC(=O)c1ccccc1
  -1.4, 2, -10, -2, -1.3, 1, -4.2, -2, 0.5
Cc1cc(NC(=O)c2ccc(C)s2)n(-c2ccccc2)n1
  1.5, -10, 1, 10, -1.4, 6, -0.8, -4, 0.7
CCSc1ccccc1C(=O)Nc1nncs1
  -0.5, -4, -8, 6, -2.0, -2, -4.0, 3, 0.5
O=C(NCCCN1CCCC1=O)c1cc(-c2cccnc2)nc2ccc(Cl)cc12
  -1.2, -11, -1, 2, -0.8, 16, -0.8, 2, nt
O=C(c1ccc(Cl)nc1)N1CCN(S(=O)(=O)c2ccccc2)CC1
  0.4, 2, 4, -8, -0.2, -9, -2.1, 0, -0.4
CC[C@@]12C(=O)N(c3cccc(Br)c3)C(=O)N1[C@H](c1ccc(Br)cc1)[C@@H]1C(=O)N(C(C)(C)C)C(=O)[C@@H]12
  -0.4, -1, -6, 5, 4.1, 0, -4.7, 3, -0.6
COc1ccc(C(=O)Nc2cc(-c3ccccc3)nn2-c2ccccc2F)cc1
  -0.1, 8, 6, -16, -0.5, 11, 1.3, 4, -0.6
COc1ccc(-n2c(O)c(/C=N/NS(=O)(=O)c3ccc(C)c([N+](=O)[O-])c3)c3ccccc3c2=O)cc1OC
  -0.8, 0, 4, 15, -3.2, -3, -4.1, 17, nt
O=C(NCCN1CCCCC1)c1ccc2c(c1)OCCO2
  -0.6, 5, 3, -7, 2.8, -2, -4.6, -2, nt
CCOC(=O)C1CCN(C(=O)CCCNC(=O)Cn2cnc3sc(C)c(C)c3c2=O)CC1
  0.2, 6, -3, 1, -0.2, -1, -4.0, -2, 7.4
Cc1ccc(NC(=O)c2cc(-c3cc(Cl)ccc3C)n[nH]2)cc1NS(C)(=O)=O
  -0.3, 9, -7, -7, nt, -1, -3.2, -3, 0.6
COc1ccc2c(C)cc(SCC(=O)Nc3c(C)n(C)n(-c4ccccc4)c3=O)nc2c1
  0.0, 14, -2, 24, 2.4, 14, -0.4, 0, -2.1
COc1ccc(C(=O)NNS(=O)(=O)c2ccccc2)cc1OC
  2.5, 2, -28, -6, 2.5, -9, 0.3, 0, -3.5
C=CCn1c(O)c(C(C)=Nc2cccc(C(=O)O)c2)c(=O)[nH]c1=O
  -0.6, 22, -4, 9, -0.8, 4, -2.6, 16, nt
COc1cccc(/C=C2\SC(=N)N(c3ccc(F)cc3)C2=O)c1
  -0.5, 3, -4, -7, 0.0, 0, -3.0, 0, -0.7
COc1cccc(CNC(=O)CN2C(=O)CSc3ccc(S(=O)(=O)N4CCCCC4)cc32)c1
  -2.6, 15, -3, 2, 4.8, 5, 0.1, 1, -0.3
CCO[C@H]1OC(C(=O)N2CCN(Cc3ccc4c(c3)OCO4)CC2)=C[C@@H](C)[C@@H]1CCCO
  0.0, -1, 3, -2, 1.9, 10, 0.6, 5, -0.3
Cc1cc(/C=N/NC(N)=S)c(C)n1-c1ccc(Br)cc1
  -0.7, 8, -2, 18, -0.3, 18, -6.0, -2, nt
COCCNC(=O)c1cccc(NC(=O)C2=C(C)OCCS2)c1
  -1.5, 6, 17, -14, 3.6, -11, -3.2, -2, -1.2
Oc1ccc(C[C@H]2CN([C@@H](Cc3ccc(O)cc3)CN3CCC[C@@H]3CN3C(=S)NC[C@@H]3Cc3ccccc3)C(=S)N2CC2CCCCCC2)cc1
  0.4, -1, -3, 12, nt, nt, -2.5, 3, -0.3
COc1cc(OC)c(NC(=O)CC(C)=O)cc1Cl
  0.6, -2, -4, -9, 0.6, 1, -1.9, 0, nt
COCCN(C(=S)Nc1ccccc1OC)C(C)c1cccs1 (configuration not stated)
  0.6, 7, -4, -6, -2.2, 5, -1.3, 2, -1.8
C/C(=N\O)C(=O)NCCCn1ccnc1
  -0.2, 8, 6, 0, 1.5, 5, -0.3, -2, nt
CCOc1ccccc1-n1c(SCC(=O)Nc2ccccc2C(=O)O)nc2ccccc2c1=O
  -2.3, 6, -2, -3, 2.3, 10, -8.7, 1, 6.6
Cc1ccc(-n2nc3c(c2NC(=O)C(C)C)CS(=O)(=O)C3)c(C)c1
  -3.2, -2, -1, -4, 0.6, -3, nt, 0, -1.1

# The closing 2 records of the part above open the next one:
# Order of values – BoNT A protease, PrPC TRFRET, BoNT-F LC inh, CCHFV vOTU inh, UGM FP inh, GDH-TPI inh, FadD28 binding, FBA Mtb inh, Mtb BioA inh
CCOc1ccccc1-n1c(SCC(=O)Nc2ccccc2C(=O)O)nc2ccccc2c1=O
  -2.3, 6, -2, -3, 2.3, 10, -8.7, 1, 6.6
Cc1ccc(-n2nc3c(c2NC(=O)C(C)C)CS(=O)(=O)C3)c(C)c1
  -3.2, -2, -1, -4, 0.6, -3, nt, 0, -1.1
O=C(NCc1ccc2c(c1)OCO2)c1ccc(CN2CCOCC2)cc1
  -1.3, 9, -4, 10, -1.1, 10, 1.6, -1, 0.9
CN(C)S(=O)(=O)c1cccc(C(=O)N2CCC(C(=O)O)(c3ccccc3)CC2)c1
  -5.8, 5, -20, 6, 1.1, 18, -2.0, 1, -1.8
O=C1C2CCCN2C(c2ccco2)N1c1ccc(F)cc1 (configuration not stated)
  0.3, 0, -2, 11, -2.3, 0, -3.7, 0, nt
Cc1ccc(CCNC(=O)CS(=O)Cc2nc(-c3cccs3)oc2C)cc1 (configuration not stated)
  -0.1, 0, 4, -5, -1.9, 3, -0.8, 4, nt
CC1(C)CC(NC(=O)c2cccc([N+](=O)[O-])c2)CC(C)(C)N1
  -0.4, -21, 1, -3, 1.5, -1, -2.4, -1, -3.4
O=C(CCCN1C(=O)c2cccc3cccc(c23)C1=O)NCCN1CCOCC1
  0.3, -19, -3, 4, -1.2, 3, -4.3, 15, nt
COc1ccc(OC)c(-n2c(=S)[nH]c3cc(C(=O)N4CCCCC4)ccc3c2=O)c1
  0.0, 3, 0, 2, -2.4, 4, -2.6, 2, -0.9
O=C(COC(=O)Cc1ccc(Br)cc1)NCc1ccc2c(c1)OCO2
  4.4, 5, 10, -2, nt, -2, -2.5, -3, 0.5
COc1cc([N+](=O)[O-])ccc1N=Nc1c(N)[nH]n(-c2ccccc2)c1=O
  -0.3, -7, 0, 6, 1.4, 11, 0.9, -2, nt
COc1cccc(N2CCN(CC(=O)NC(=O)NC3CCCCC3)CC2)c1
  -0.1, -5, -2, 16, nt, 1, -0.4, 0, 0.1
CCN(CC(=O)NC(C)(C)C)C(=O)c1ccc(Br)cc1
  -3.3, 4, -5, -4, 2.9, 5, 0.0, 3, 0.3
COC(=O)c1sccc1NC(=S)Nc1ccc(OC)cc1
  -0.5, -2, -5, 10, 2.4, 6, 0.5, -1, nt
O=S(=O)(c1ccc(S(=O)(=O)N2CCOCC2)cc1)N1CCCC1
  0.4, -2, 6, 4, -0.2, 1, -1.9, 3, nt
O=C(CN(C(=O)Cn1nnc(-c2cccs2)n1)c1ccc2c(c1)OCCO2)NC1CCCCC1
  0.1, 3, -7, -12, -1.2, 2, -4.2, 1, -1.3
O=C(COC(=O)COc1cccc(Br)c1)Nc1ccc(F)cc1F
  -1.7, -1, -4, 1, nt, 6, -2.1, -1, nt
COc1ccc(/C=C(\NC(=O)c2ccc(OC)cc2)C(=O)Nc2ccc(C(=O)O)cc2)cc1
  0.1, -2, 1, 0, -0.2, 20, -3.2, -3, -0.7
CN1CCN(C(=O)c2ccccc2-c2ccccc2C(=O)O)CC1
  0.2, 0, -7, -1, -0.7, 16, -0.3, 0, nt
C=CCSc1nnc(COc2ccc(=O)n(-c3ccccc3)n2)n1CC
  0.2, 0, -1, 0, -2.7, 3, -1.0, -2, nt
Cc1cccnc1C(NC(=O)C1CCN(CCCc2ccccc2)CC1)c1ccc(F)cc1 (configuration not stated)
  0.3, -8, -4, -13, nt, 6, -0.3, 0, -0.9
S=C(NCc1ccco1)Nc1cc(Cl)c(Cl)cc1Cl
  -0.4, 4, 2, -5, 1.5, 2, 0.5, -3, -3.5
C[C@@H]1CN([C@@H](C)CO)C(=O)c2cc(NS(C)(=O)=O)ccc2O[C@@H](C)CCCCO[C@H]1CN(C)C(=O)Nc1ccc2c(c1)OCO2
  -0.2, 1, -4, -1, nt, 0, -2.8, -1, 0.9
O=C(c1ccccc1Sc1ccccc1[N+](=O)[O-])N1CCCCC1
  -0.7, -33, 6, -14, 2.1, 4, -2.8, -3, nt
CCOC(=O)c1sc(NC(=O)Cn2nnc3sc4c(c3c2=O)CCCC4)nc1C
  0.6, -2, -1, -2, -1.7, 29, -4.9, -1, -0.5
CCOC(=O)N/N=C(\C)c1ccc(C)o1
  -1.6, -2, -4, -21, -0.8, 3, 0.7, 4, nt
COc1cccc(-c2nc(C(=O)NCC3CCCO3)cc3c2[nH]c2ccccc23)c1 (configuration not stated)
  -0.8, 7, -3, -8, 1.4, 12, -1.8, 22, -3.4
Cc1ccc(S(=O)(=O)N2CCC[C@H]2C(=O)Nc2ccc(F)cc2C)cc1
  2.3, -7, 9, 0, -4.1, 5, -2.5, 1, 1.7
Cc1noc2ncnc(Oc3ccc4ccccc4c3)c12
  -0.4, -8, 7, 5, -0.2, 4, -0.7, 1, nt
CN(C)c1ccc(-c2ccnc3c2CC(C)(C(=O)NCc2ccccc2)O3)cc1 (configuration not stated)
  -0.1, 14, -1, -6, nt, 15, 1.0, 49*, 0.1
COc1cccc(C(NC(C)=O)c2nc(-c3ccncc3)cs2)c1 (configuration not stated)
  -0.1, -1, -3, 16, nt, 13, -0.4, 2, -2.1
O=C(CN1C(=O)COc2ccccc21)NCc1ccc(C(=O)O)cc1
  0.7, 4, 2, -4, 0.5, -16, 0.8, 3, -0.5
Cc1cccc(Nc2cc(=O)n(C)c(=O)[nH]2)c1
  -5.7, -1, -10, 1, 0.4, -3, -3.4, -3, -1.2
Cc1ccc2nc(-c3ccccn3)[nH]c2c1
  nt, 2, nt, -10, 0.9, 10, 0.0, 5, 0.6
C#CCOc1ccc(Cl)cc1/C=C1/C(=O)ON=C1C
  0.2, 7, 8, -7, -0.3, 2, 2.7, -1, 0.6
O=S(=O)(c1ccccc1)c1ccc(C(F)(F)F)cn1
  -0.2, -2, -2, 12, -2.3, -2, -0.4, 1, nt
Cc1ccnc(NC(=O)c2cc3ccccc3o2)c1
  -1.0, 0, -2, -10, 3.6, 1, -1.5, -1, -0.3
COc1cc(/C=N/NC(=O)c2ccccc2NS(=O)(=O)c2cccs2)ccc1O
  -0.9, 4, -5, 9, nt, 36*, 1.0, 8, nt
O=C1CCCCN1CCC(=O)N1CCCC(N2CCN(c3cccc(Cl)c3)CC2)C1 (configuration not stated)
  -1.1, -1, -2, -4, -2.0, -10, -2.5, 0, 1.0
O=Cc1cn(Cc2c(F)cccc2Cl)nc1-c1ccccc1
  ?, 4, ?, 17, -0.2, -2, -3.4, 1, nt
